# CaV13 ICDI inh = Disruptors of the CACNA1D IQ motif to Ca2+-dependent inactivation inhibitor domain association, primary screening, Förster resonance energy transfer in intact living …; HEK cells, CFP/YFP FRET ICDI-IQ, plate reader, 10 min; percent FRET-ratio fall versus neutral wells; inhibition, % at 12.3 µM; 340,000 compounds, 0.098% hits; AID 743397;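 active = mean replicate inhibition of at least 30% and at least 1% of replicates passing that level; inconclusive = only one of the two criteria is met; inactive = neither criterion is met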;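 also: 0% = median of the neutral control wells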
# Shn3 3UTR inh = inhibitors of Schnurri-3 3'UTR reporter in osteoblasts | 360,000 compounds, 0.52% hits | Clone20 osteoblast Shn3 3'UTR firefly luciferase, 24 h | inhibition, % at 12.5 µM;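 active = mean inhibition of at least 75% with every replicate also reaching 75%; inconclusive = mean inhibition at least 75% but some replicate below; inactive = mean inhibition below 75%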;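 also: 0% = median of neutral control wells and 100% = pilot-screen positive control compound; some compounds past the cut are filed as inactive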
# TRPM1 prom inh = inhibitors of MITF-driven TRPM1 promoter in melanoma cells | 330,000 compounds, 0.83% hits | AID 488899 | inhibition, % at 12.5 µM | SK-MEL-5 TRPM1 promoter luciferase, 24 h;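 active = mean inhibition across replicates of 60% or more, whatever share of single replicates reaches that level; inconclusive = some that reach 60%, reason not given; inactive = mean inhibition across replicates below 60%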; also: values of inactives mirror those of a sister screen read the other way
# PDI turbidity = blocks human protein disulfide isomerase activity. PDI insulin aggregation turbidity, A650, 90 min. inhibition, % at 10 µM. 350,000 compounds, 0.052% hits. AID 588391;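 active = mean inhibition across replicates of 30% or more, whatever share of single replicates reach that level; inconclusive = mean inhibition below 30% while every single replicate reaches 30%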;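 also: absorbance from insulin aggregation driven by PDI reduction with DTT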
# Target sequence (P07237 whole entry, looked up): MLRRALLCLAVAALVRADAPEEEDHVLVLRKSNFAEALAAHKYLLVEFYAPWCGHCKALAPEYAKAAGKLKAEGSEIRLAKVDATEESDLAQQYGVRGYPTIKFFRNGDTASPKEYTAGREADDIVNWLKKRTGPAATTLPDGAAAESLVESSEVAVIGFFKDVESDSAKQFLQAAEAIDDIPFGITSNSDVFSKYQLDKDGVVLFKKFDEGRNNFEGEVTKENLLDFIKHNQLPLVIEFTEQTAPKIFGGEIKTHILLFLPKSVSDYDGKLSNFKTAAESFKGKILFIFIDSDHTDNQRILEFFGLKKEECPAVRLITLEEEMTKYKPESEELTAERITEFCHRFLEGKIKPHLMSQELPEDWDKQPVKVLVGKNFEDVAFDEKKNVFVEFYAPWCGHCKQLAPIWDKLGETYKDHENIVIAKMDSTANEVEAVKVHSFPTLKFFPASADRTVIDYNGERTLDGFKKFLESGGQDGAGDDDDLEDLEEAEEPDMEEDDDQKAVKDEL
# KKLEB cytotox = reduces viability of KKLEB cystic fibrosis airway cells; activity change (cytotoxicity), % at 5 µM; AID 602141; KKLEB CF airway cells viability, ATPlite luminescence, overnight; active compounds read low; cells stimulated with P. aeruginosa culture filtrate; 360,000 compounds, 0.36% hits;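 active = corrected activity change at or below -50% at 5 µM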
# Peg3 promoter = inhibitors of Peg3 promoter; inhibition, % at 20 µM; AID 588405; HeLa PEG-Prom luciferase reporter, luminescence, overnight; 360,000 compounds, 1.7% hits;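 active = inhibition of at least 50% at 20 µM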
# Vif imaging = HIV Vif inhibition; HEK293T cells, Vif self-association by quenched fluorescence, imaging, 24 h; inhibition, % at 7.49 µM; 340,000 compounds, 0.35% hits; AID 602346; in the data active = inhibition above about 50%, passing the limit was not always enough; inconclusive = no clear call, values can overlap the other calls; inactive = below about 31%; also: some results filed as inactive read as strong as hits
# CF NFkB block = blocks PAF-induced NF-kB reporter in cystic fibrosis cells; 360,000 compounds, 0.86% hits; inhibition, % at 5 µM; KKLEB NF-kB-GFP reporter, GFP fluorescence overnight;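 active = at least 50% inhibition at 5 µM, scaled per plate between neutral and stimulator controls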;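 also: PAF is a Pseudomonas aeruginosa culture filtrate used as stimulus; plate controls were PAF-stimulated DMSO wells for no effect and unstimulated DMSO wells for full effect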
# NR2E3 ag-1 = agonists of human nuclear receptor NR2E3. GST-NR2E3/biotin-RetCOR TR-FRET, 1536-well. 320,000 compounds, 0.12% hits. inhibition of corepressor binding, % at 4.78 µM. AID 2300;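 active = percent inhibition above the cutoff of mean plus 3 SD of all tested compounds, set per screening campaign, cut at about 20% in these data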;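 also: 0% = DMSO wells and 100% = biotin wells as full block of FRET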
# Target sequence (Q9Y5X4 whole entry, looked up): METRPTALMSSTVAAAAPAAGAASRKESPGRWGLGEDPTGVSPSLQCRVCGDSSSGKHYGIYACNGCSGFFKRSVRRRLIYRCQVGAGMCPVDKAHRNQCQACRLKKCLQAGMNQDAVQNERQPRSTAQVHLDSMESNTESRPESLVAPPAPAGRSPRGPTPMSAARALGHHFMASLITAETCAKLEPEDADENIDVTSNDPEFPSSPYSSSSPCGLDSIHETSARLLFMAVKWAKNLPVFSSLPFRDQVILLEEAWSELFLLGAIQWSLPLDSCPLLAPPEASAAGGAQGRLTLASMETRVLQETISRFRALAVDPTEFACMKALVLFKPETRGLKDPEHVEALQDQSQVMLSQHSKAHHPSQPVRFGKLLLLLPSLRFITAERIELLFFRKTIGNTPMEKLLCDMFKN
#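 Material: NR2E3–RetCOR corepressor complex / Incubation: Compound–protein incubation for 5 h at 4 °C / Dosing: compound at 4.8 µM, single dose / Detection: time-resolved FRET / Benchmarks: high control biotin, low control 0.6% DMSO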
# HIF-2a inh = blocks HIF-2a reporter activity; 360,000 compounds, 0.72% hits; inhibition, % at 18.8 µM; 786-0 RCC cells HIF-2a reporter, luciferase luminescence, overnight;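 active = inhibition of the luminescence signal of 40% or more relative to plate controls, in a single-dose primary screen at 18.75 µM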
# NR2E3 ag-2 = human photoreceptor-specific nuclear receptor agonism; AID 602229; CHO-S Gal4-NCOR/VP16-NR2E3 two-hybrid, luciferase; Q9Y5X4; inhibition of corepressor binding, % at 3.98 µM; 360,000 compounds, 0.35% hits;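 active = inhibition above the mean of all tested compounds plus 3 SD, cut at about 70% in these data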;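 also: 0% = DMSO with NR2E3 transfected cells and 100% = cells lacking NR2E3 construct; higher means lower luciferase signal from less NR2E3 corepressor binding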
# An asterisk follows results filed as active; ? = inconclusive; . = no result given.
SMILES,CaV13 ICDI inh,Shn3 3UTR inh,TRPM1 prom inh,PDI turbidity,KKLEB cytotox,Peg3 promoter,Vif imaging,CF NFkB block,NR2E3 ag-1,HIF-2a inh,NR2E3 ag-2
COC(=O)CC1C(=O)NCCN1C(=O)CSc1nnc(Nc2ccc(C)cc2)s1 (stereo unspecified),0,11,0,-3,0,-19,1,-1,-2,-24,-13
CCOC(=O)C1Sc2ccccc2NC1=O (stereo unspecified),6,-6,14,1,3,6,-13,1,1,-4,-13
CC(C)CC(=O)N1CCN(S(C)(=O)=O)CC1,.,-6,-5,0,-11,11,7,17,-1,12,3
Nc1cc(Br)c(N)c(Br)c1,-9,-23,-11,7,2,6,1,12,-4,10,-29
COc1ccccc1/C=N/NC(=O)c1nnn(-c2nonc2N)c1CN(C)c1ccccc1,-12,4,3,17,6,7,0,8,-2,10,-8
O=C1OCCC1Sc1nc2ccccc2s1 (stereo unspecified),.,.,2,-18,7,6,.,11,-1,14,-14
O=C(NCC1CCCO1)c1cc2c([nH]c3ccccc32)c(-c2cccc(Cl)c2)n1 (stereo unspecified),.,52,.,.,1,53*,-20,-11,2,-22,19
CCC(=O)NC(Nc1c(C)n(C)n(-c2ccccc2)c1=O)C(Cl)(Cl)Cl (stereo unspecified),-5,-6,-4,11,-5,6,-6,-4,2,2,-14
COc1cc(CN2CCC(N3CCC(C(=O)N4CCCC4)CC3)CC2)cc2c1OCO2,-2,4,-11,9,-2,1,-2,-3,1,13,14
COc1ccc2cc(C(=O)N/N=C/c3cc(OC)c(OC)c(OC)c3)[nH]c2c1,-17,-18,.,-21,11,-76,-12,17,-2,-72,-34
COc1ccc(-c2ccc3oc(-c4ccc(OC)cc4)c(C#CCCO)c3c2)cc1,-10,23,9,15,5,10,-2,-3,-4,5,-13
CCOc1ccc(CC(=O)Nc2sc(Cc3ccccc3)cc2C(N)=O)cc1OCC,-8,18,5,-4,2,16,-3,-9,-2,0,-1
O=Cc1cn(CC(=O)N2CCCc3ccccc32)c2ccccc12,.,11,12,1,0,19,2,13,2,9,8
O=C(Cc1ccccc1)N1CCN(c2ccccc2F)CC1,-4,6,-5,5,-4,-1,2,4,2,-12,4
COc1ccc(-c2c(C)cc3oc(=O)cc(-c4ccccc4)c3c2C)cc1F,-5,-4,-2,12,-16,-1,-5,34,.,-33,-4
COc1ccc(C(=O)NCCCN2CCCC2=O)cc1S(=O)(=O)N1CCOCC1,-11,0,.,2,-2,2,11,-2,.,1,-11
O=C(Cc1c(F)cccc1Cl)OCC(=O)N1CCN(c2ccccc2)CC1,-3,0,-10,5,6,-31,-5,-17,.,-1,-9
O=C1CCCCC1C(O)(C(=O)c1ccccc1)c1ccccc1 (stereo unspecified),-10,-5,.,0,0,6,.,13,.,16,-30
CC(NS(=O)(=O)c1ccccc1)C(=O)Nc1ccc(S(N)(=O)=O)cc1 (stereo unspecified),-3,0,7,-1,-5,8,?,3,3,17,-8
CC(=O)c1c[nH]c(C(=O)NCC2CCCO2)c1 (stereo unspecified),.,-23,6,12,-3,4,9,8,-3,16,-11
COC(=O)c1c(C)[nH]c(C(=O)CC#N)c1C,-5,19,14,0,-10,5,1,15,6,6,3
CC(=O)Nc1cccc(NC(=O)CSc2ccc(-c3cccnc3)nn2)c1,1,9,-12,7,-3,-1,-5,-6,-4,20,-6
CC(C)NC(=O)C(C)N1CCN(S(=O)(=O)c2ccc3ccccc3c2)CC1 (stereo unspecified),-3,15,-2,5,-2,-3,7,-14,-1,6,-4
Cc1c(C(=O)NCc2ccc3c(c2)OCO3)sc(=O)n1Cc1ccc(S(=O)(=O)N(C)C)cc1,8,38,.,1,-3,11,-7,-20,.,2,43
Cc1ccc(NC(=O)Cn2nc(-c3ccccc3)nc2-c2ccccc2)c(C)c1,-13,-18,6,2,-3,7,0,4,0,21,-38
COc1ccc(-c2ccc(NC(=O)c3ccc(Br)o3)cc2)nn1,-4,-66,-95,-6,13,-222,-2,-34,-23,-209,1
Cn1cc(CN2CCC(n3nccc3NC(=O)c3ccc4c(c3)OCO4)CC2)cn1,-15,-34,.,3,5,-17,-1,-3,.,-1,-35
COc1ccc(CCNC(=O)C(=O)NCCOc2ccccc2Cl)cc1OC,-4,-31,6,7,2,12,-1,1,2,17,7
O=C1N=C(N2CCCCC2)S/C1=C\c1ccc(Br)cc1,-2,-16,-54,-1,-1,-66,-10,6,-3,-135,-9
Cc1cc(C)c2nc(-c3ccccn3)cc(C(=O)Nc3ccc(S(=O)(=O)Nc4onc(C)c4C)cc3)c2c1,.,-5,-5,17,16,6,-2,-24,-1,15,-18
CC1(C)CC(=O)C2=C(C1)NC(=O)CC2c1ccc(N(CCC#N)CCC#N)cc1 (stereo unspecified),-10,-11,-7,-1,4,0,2,-8,1,19,2
O=C(Nc1ccc(S(=O)(=O)Nc2ncccn2)cc1)c1cccc([N+](=O)[O-])c1,-6,-8,.,8,9,9,5,-15,.,15,6
CCCc1cc(=O)oc2cc(C)c(CN3CCCC3)c(O)c12,-4,-13,10,-5,4,-19,7,-17,6,-30,-21
CCOC(=O)C1(Cc2cccc(Cl)c2)CCCN(C(=O)CCOC)C1 (stereo unspecified),-5,0,-8,4,4,-55,7,-22,-4,-99,-5
COc1ccc(CN2C(=O)c3ccccc3C2=O)cc1C(=O)Nc1ccccc1N1CCOCC1,-17,-2,13,0,-10,14,-4,18,8,13,-9
Cc1ccc(S(=O)(=O)Nc2cccc(S(=O)(=O)N3CCCC3)c2)cc1C,-6,8,-6,3,21,-7,-3,-14,.,3,2
CC(C)c1ccc(C(=O)Nc2ccc(S(=O)(=O)NC3=NCCCCC3)cc2)cc1,-11,0,.,1,1,-16,-8,-10,.,5,28
Cc1occc1-c1nnc(SCC(=O)N2CCCC(C)C2)o1 (stereo unspecified),-3,-10,-12,-4,7,-15,3,-3,4,-38,-22
CCCCn1nc2cc(C(=O)NC3CCc4ccccc43)ccc2c1OCC (stereo unspecified),-5,4,11,4,-4,9,-1,-10,5,2,-28
CC(=O)Nc1cccc(-c2ccnc3c2CC(C(=O)NCc2ccncc2)O3)c1 (stereo unspecified),-10,-2,.,-1,18,2,.,-25,.,14,0
CC(C(=O)N1CCCC1)N1CCN(S(=O)(=O)c2ccc(OC(F)(F)F)cc2)CC1 (stereo unspecified),-6,0,2,-1,0,11,-6,-17,1,8,-16
Cc1ccccc1-c1noc(-c2ccccc2C(=O)NCC2CCCO2)n1 (stereo unspecified),1,-6,-8,5,9,-11,-16,-24,-1,-40,-4
COc1ccc(C(=O)NCC2CCCO2)cc1S(=O)(=O)NCc1ccc(Cl)cc1 (stereo unspecified),-11,1,.,9,-12,9,8,-6,.,9,-2
Cc1cccc(/C=C2/Sc3ccc(C(=O)NCCCN4CCOCC4)cc3NC2=O)c1,-5,-10,-7,8,-5,65*,-5,16,1,13,12
COc1cccc(C(=O)c2ccncc2C(=O)O)c1OC,-5,0,.,-2,16,-10,-4,-25,.,2,-25

# Some of these compounds in order of the HIF-2a inh value, low to high.
compound,CaV13 ICDI inh,Shn3 3UTR inh,TRPM1 prom inh,PDI turbidity,Peg3 promoter,Vif imaging,CF NFkB block,NR2E3 ag-1,HIF-2a inh,NR2E3 ag-2
CCCCn1nc2cc(C(=O)NC3CCc4ccccc43)ccc2c1OCC (stereo unspecified),-5,4,11,4,9,-1,-10,5,2,-28
COc1ccc(CN2C(=O)c3ccccc3C2=O)cc1C(=O)Nc1ccccc1N1CCOCC1,-17,-2,13,0,14,-4,18,8,13,-9
CC1(C)CC(=O)C2=C(C1)NC(=O)CC2c1ccc(N(CCC#N)CCC#N)cc1 (stereo unspecified),-10,-11,-7,-1,0,2,-8,1,19,2

# Carrying on:
SMILES,CaV13 ICDI inh,Shn3 3UTR inh,TRPM1 prom inh,PDI turbidity,KKLEB cytotox,Peg3 promoter,Vif imaging,CF NFkB block,NR2E3 ag-1,HIF-2a inh,NR2E3 ag-2
COCCNC(=O)c1cc2c(c(-c3cccc(-c4cccc(OC)c4)c3)n1)[C@H](CCO)N(S(=O)C(C)(C)C)C2 (stereo partly specified),-6,-14,.,.,-10,11,.,-30,.,12,4
Oc1ccc(Nc2nc(-c3ccccc3)nc3ccccc23)cc1,.,5,11,-7,-13,21,1,-16,-3,-15,5
Cc1cccc(OCCNC(=O)CSc2ccc(C(F)(F)F)cc2[N+](=O)[O-])c1,-16,-18,-12,-8,-6,16,-6,7,3,17,-3
COc1ccccc1CCC(=O)OCC(=O)NC1CCCCC1,-3,0,-1,-2,4,-2,.,-19,-3,7,5
COc1ccc(C)cc1NC(=O)C1CCCN(S(=O)(=O)c2cccc3cccnc23)C1 (stereo unspecified),.,7,9,.,-8,21,-6,3,-3,-2,-11
CCCC(=O)NC(=S)Nc1ccc(S(=O)(=O)Nc2ccc(OCC)cc2)cc1,-1,15,4,0,-1,13,-4,4,3,20,36
O=c1cc(O)c2sc(Nc3ccc(Cl)c(F)c3)nc2[nH]1,-4,3,7,12,-4,4,-3,4,0,7,-3
Cc1cc(OCc2cc(C(=O)N(C)Cc3nonc3C)no2)cc(C)c1Cl,-2,2,-10,14,-4,-2,0,-10,1,-37,-17
CC(NC(=O)c1ccccc1)C(=O)N/N=C/c1ccccc1 (stereo unspecified),-5,-4,-1,-6,0,-3,-2,6,1,8,5
COc1ccccc1N1CCN(C(=O)C(F)F)CC1,.,-59,-1,5,1,14,6,6,1,9,-17
Clc1cccc(-c2ccc3ncnc(NCc4cccs4)c3c2)c1,-6,4,5,-2,-5,12,-12,-2,.,10,22
COc1cccc(CNC(=O)CCc2ccc(OC)c(OC)c2)c1,-20,-10,6,-5,5,7,1,2,1,7,10
CC[C@]12c3[nH]c4ccc(Cl)cc4c3CCN1C(=O)[C@@H](CC(=O)NCc1ccc(OC)c(OC)c1)C[C@@H]2C(=O)N1CCN(C(=O)c2ccco2)CC1,-7,2,1,21,-3,5,-8,0,.,10,-12
N#Cc1ccsc1NC(=O)CSc1ncn[nH]1,-12,-32,-8,0,10,-22,2,7,-3,-58,4
Cc1noc(C)c1C(=O)N(CC(=O)NC1CCCC1)Cc1ccccc1F,-7,-3,2,-2,-3,15,13,5,0,3,6
COc1c(F)c(F)c(C(=O)Nc2ccc(N3CCN(Cc4ccccc4)CC3)cc2)c(F)c1F,-8,75,-3,4,-8,15,-9,-22,3,-5,16
C/C(=N\NC(=S)NCCc1ccccc1)c1ccc(Cl)cc1,-6,-14,8,6,-8,8,2,8,-2,-2,54
CCOc1ccc(NC2OCC(O)C(O)C2O)c([N+](=O)[O-])c1 (stereo unspecified),-22,-1,-1,3,1,-2,5,-11,-4,16,-5
COc1ccc(NC(=O)CCNS(=O)(=O)c2cccc3nsnc23)cc1OC,-5,-29,-8,-5,3,16,0,18,0,3,-18
O=C(NCc1cccs1)C1CCN(S(=O)(=O)c2cccs2)CC1,-9,18,-1,-1,10,-4,24,-14,4,6,-23

# Bioassay records (PubChem BioAssay)
